Bioassay records from PubChem BioAssay.
ADAM17 inh – ADAM17 inhibition, QFRET primary screen. P78536. recombinant ADAM17, EDANS/DABCYL FRET peptide cleavage. inhibition, % at 6.95 µM. hit rate 0.83% among 370,000. AID 720648;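 active means inhibition above the mean of compounds lying between control limits plus 3 SD, set per campaign, cut at about 8.5% in these data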;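 further: 0% = DMSO-only wells as the low control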
PLCb3 inh – inhibitors of human phospholipase C beta3. Purified PLC-beta3, fluorogenic substrate, fluorescence. inhibition, % at 12.2 µM. hit rate 0.18% among 370,000. AID 720704; in the data active means inhibition above about 11%;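 further: 0% = median of compound wells on plate and 100% = full blocker control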
Rev-erbA mod – modulates human Rev-erb alpha binding to DNA; hit rate 0.79% among 370,000; P20393; activity, % at 10 µM; Rev-erbα–FITC-DNA binding, fluorescence polarization, 90 min; AID 1259318;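 active means activity above about 14%, limit read from the data; passing the limit was not always enough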;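 further: 0% = DMSO wells with 35 nM protein and 100% = DMSO wells with 750 nM protein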
Target sequence (P20393 whole entry, looked up): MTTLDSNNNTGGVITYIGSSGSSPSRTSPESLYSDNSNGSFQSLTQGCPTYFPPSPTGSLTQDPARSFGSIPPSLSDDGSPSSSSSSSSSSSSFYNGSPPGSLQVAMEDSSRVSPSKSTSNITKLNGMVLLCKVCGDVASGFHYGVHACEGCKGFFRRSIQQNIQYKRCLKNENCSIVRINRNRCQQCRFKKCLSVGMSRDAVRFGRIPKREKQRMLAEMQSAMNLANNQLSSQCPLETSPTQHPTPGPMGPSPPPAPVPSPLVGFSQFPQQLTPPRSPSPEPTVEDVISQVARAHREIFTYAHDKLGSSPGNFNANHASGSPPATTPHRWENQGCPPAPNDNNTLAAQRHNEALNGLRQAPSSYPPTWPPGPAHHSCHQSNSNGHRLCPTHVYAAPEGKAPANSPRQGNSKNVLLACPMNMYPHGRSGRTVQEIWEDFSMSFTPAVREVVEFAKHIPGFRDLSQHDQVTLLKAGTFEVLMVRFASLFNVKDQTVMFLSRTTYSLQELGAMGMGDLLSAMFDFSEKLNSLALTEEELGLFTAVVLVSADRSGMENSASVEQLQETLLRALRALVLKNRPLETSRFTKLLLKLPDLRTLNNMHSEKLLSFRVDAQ
DAX1 inh-1 – blocks DAX1 repression of SF-1 activated StAR promoter; HEK293T StAR-luciferase reporter, SF-1/DAX-1 repression relief; inhibition, % at 6.8 µM; hit rate 1.1% among 370,000; AID 652010;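 active means inhibition above the mean over all tested compounds plus 3 SD, cut at about 3.6% in these data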;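 further: 0% = DAX-1 cells with DMSO and 100% = cells lacking DAX-1 with DMSO; higher inhibition means more luminescence from relief of DAX-1 repression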
SMARCA2 activ – increases SMARCA2 function in MMTV reporter cells; MG213 cells, MMTV-luciferase reporter, dexamethasone, overnight; hit rate 1% among 370,000; AID 652017; activation, % at 9.1 µM; in the data active means activation above about 7.8%;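 further: 0% = vehicle wells and 100% = reference activator wells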
DAX1 inh-2 – inhibitors of human orphan nuclear receptor DAX1 (NR0B1). P51843. HEK293 Gal4-DAX1 luciferase reporter, luminescence. inhibition, % at 6.75 µM. hit rate 0.99% among 340,000. AID 504766;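 active means inhibition above the mean over all tested compounds plus 3 SD, cut at about 4.2% in these data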;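 further: 0% = DAX1-transfected cells with DMSO and 100% = empty-vector control cells with DMSO; inhibition shows as a rise in luminescence from relieved DAX1 repression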
hgDAF-12 ag – hgDAF-12 agonism, primary luciferase screen; HEK293 GAL4-hgDAF12 UAS-luciferase reporter, agonist luminescence; normalized to butyrate control; activation, % at 6.8 µM; hit rate 1.8% among 370,000; AID 687014;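 active means activation above a cutoff set at the mean of all screened compounds plus 3 SD, cut at about 10% in these data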;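 further: 0% = DMSO wells and 100% = sodium butyrate wells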
PLC-gamma1 inh – inhibitors of human phospholipase C gamma1; AID 720700; hit rate 0.84% among 370,000; purified PLC-gamma1, fluorogenic substrate, fluorescence; P19174; inhibition, % at 12.2 µM; in the data active means inhibition above about 9.5%
MBD2 DNA inh – inhibitors of human MBD2 binding to methylated oligonucleotide. Q9UBB5. TR-FRET. inhibition, % at 4.4 µM. hit rate 0.31% among 370,000. AID 686964; in the data active means inhibition above about 13%
Target sequence (Q9UBB5 whole entry, looked up): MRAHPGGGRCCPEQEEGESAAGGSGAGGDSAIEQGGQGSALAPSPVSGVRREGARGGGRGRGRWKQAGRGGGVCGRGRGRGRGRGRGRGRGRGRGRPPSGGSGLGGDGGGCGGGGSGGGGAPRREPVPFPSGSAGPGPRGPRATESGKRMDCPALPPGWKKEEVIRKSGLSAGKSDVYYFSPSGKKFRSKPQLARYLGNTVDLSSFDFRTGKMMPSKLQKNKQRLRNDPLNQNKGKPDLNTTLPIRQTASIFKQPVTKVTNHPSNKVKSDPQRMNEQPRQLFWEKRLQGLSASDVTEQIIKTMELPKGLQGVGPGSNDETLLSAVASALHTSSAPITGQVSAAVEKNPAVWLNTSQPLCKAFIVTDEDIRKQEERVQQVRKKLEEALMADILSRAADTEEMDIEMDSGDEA
ssDAF-12 act – activates DAF-12 receptor from parasite S. stercoralis; HEK293 ssDAF-12/GRIP1 lit1-tk-luc reporter, luminescence; % of 3 µM dafachronic acid response; activation, % at 6.8 µM; hit rate 1% among 370,000;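 active means activation above the mean over all tested compounds plus 3 SD, cut at about 0.9% in these data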;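 further: 0% = DMSO-only wells and 100% = 3 µM delta7-dafachronic acid wells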
hcDAF-12 act – activates DAF-12 receptor from parasite H. contortus | activation, % at 6.8 µM | hit rate 1.4% among 370,000 | HEK293 hcDAF-12 lit1-tk-luc reporter, luminescence; 0% DMSO, 100% Δ7-dafachronic acid;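 active means activation above the mean of all tested compounds plus 3 SD, cut at about 5.5% in these data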;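 further: 100% = response to 3 µM Δ7-dafachronic acid high control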
* hit, by the source's call; i = inactive; . = no result given. Random draw from the library; 7.4% or so of the library scored in one or more.

SMILES	ADAM17 inh	PLCb3 inh	Rev-erbA mod	DAX1 inh-1	SMARCA2 activ	DAX1 inh-2	hgDAF-12 ag	PLC-gamma1 inh	MBD2 DNA inh	ssDAF-12 act	hcDAF-12 act
COC(=O)c1sccc1NC(=O)Nc1cccc(Cl)c1Cl	-4	1	17	0.3	0	1.0	-1.5	0	4	-0.8	-1.8
Cc1nc2ccccc2cc1OCc1ccccc1	-1	-2	3	-2.5	-4	-1.8	0.2	-1	0	-2.2	-2.1
O=C(c1cccs1)N1CCN=C1SCc1ccc(F)cc1	-5	-18	5	0.4	-2	-1.0	-0.4	2	6	-1.9	-2.3
CCC(Cc1ccccc1)NC(=O)C1CCC(CNc2c(N3CCCC3)c(=O)c2=O)CC1 (stereo unspecified)	-2	1	-7	0.8	5	-1.1	1.2	-1	-2	-1.9	-1.2
CO[C@H]([C@H](C)/C=C/N(C)C=O)[C@@H](C)C(=O)CC[C@H](C)[C@H](O)[C@H](C)[C@H]1OC(=O)/C=C/C(C)=C/C[C@H](O)C[C@@H]2C=CC[C@@H](C[C@H](OC)[C@@]3(CO3)[C@@H](OC)C[C@@H](OC)[C@@H]1C)O2	-3	-1	-3	.	.	.	-11	0	0	-1.6	-3.3
CC(N=C1NS(=O)(=O)c2ccccc21)C(=O)NCc1ccc2c(c1)OCO2 (stereo unspecified)	-2	3	4	-0.7	1	0.0	-0.6	4	-1	-1.3	-2.0
C=CCOc1c(Cl)cc(/C=N/O)cc1OC	7	-1	-2	-0.8	-3	-0.4	1.1	5	0	-1.9	-2.6
CC1=C(C(=O)Nc2ccccc2F)C(c2ccsc2)C2=C(CC(C)(C)CC2=O)N1 (stereo unspecified)	-71	-279	1	-0.7	-1	-1.0	1.2	-234	-1	-1.9	-2.1
O=C(NCc1ccc(Cl)cc1)c1cc(-c2cccs2)on1	-1	-6	-18	-0.4	-1	-0.1	1.3	-4	-3	-1.4	0.3
CCCN(CC(=O)Nc1ccc(F)c(F)c1F)C(=O)CN1C(=O)NC2(CCCCC2)C1=O	-5	3	6	-0.4	2	0.5	-3.6	0	3	-0.4	-0.2
Cc1cc(C)nc(N2CCCC(C(=O)Nc3cc(F)ccc3C)C2)n1 (stereo unspecified)	-6	-3	0	0.0	1	-0.6	-0.4	2	6	-1.4	-2.0
CC(C)OP(=O)(c1ccc(N(C)C)cc1)C(O)c1cccnc1 (stereo unspecified)	-1	-3	-2	0.3	4	-1.6	-1.6	4	-2	-1.6	-2.7
CCCOc1ccc2c3c(c(=O)oc2c1)CCCC3	-54	-22	3	-0.6	0	0.5	0.9	-13	1	-1.3	0.4
Cc1ccccc1CN1CCCCC(NC(=O)Nc2ccccc2F)C1=O (stereo unspecified)	1	2	5	-2.7	-3	.	-3.7	5	3	-1.4	-3.9
Cc1ccc(-c2c(C#N)c(N)nc3c2CCCC3)s1	0	-10	4	1.6	-8	1.7	0.3	-4	-6	-1.0	-1.3
CCCCN1CC(N2CCN(C3CCN(C)CC3)CC2)CS1(=O)=O (stereo unspecified)	-7	-6	-4	3.1	-4	.	-0.4	-1	6	-1.4	-0.8
Cc1nn(C(C)C(=O)NCc2ccc(Cl)cc2)c(=O)c2cc3occc3n12 (stereo unspecified)	1	-12	0	0.1	4	0.3	1.1	-1	3	-1.1	-0.3
COc1ccc(C(=O)COC(=O)CNC(=O)c2ccc(Cl)cc2Cl)c(OC)c1	0	-2	-1	2.4	0	-0.4	0.5	0	-1	-1.1	-1.0
Cc1ccc(C2N(c3ccccc3)C(=O)N3CCCN23)cc1 (stereo unspecified)	-2	3	3	-0.1	0	0.9	2.8	0	0	0.6	-0.8
CCCN1C(=O)C(NC(C)=O)c2ccccc21 (stereo unspecified)	-7	-3	-8	0.1	0	0.2	0.6	1	9	-0.2	-1.4
NS(=O)(=O)c1ccc(CCNC(=O)C2CCC(CNS(=O)(=O)c3ccc(Br)s3)CC2)cc1 (stereo unspecified)	1	2	3	-0.2	0	1.6	2.7	0	-3	-0.3	-1.2
CC1(C(=O)NNC(=O)c2cccc([N+](=O)[O-])c2)CC1Br (stereo unspecified)	3	-4	3	-0.5	-2	-0.3	0.2	1	-1	-0.9	0.0
COc1cccc(NC(=O)c2ccccc2-c2ccccc2)c1	0	3	7	0.5	1	0.8	-0.7	0	-1	-1.3	-1.2
CCN(C(=O)COC(=O)c1cc(NS(=O)(=O)c2ccc(Cl)c([N+](=O)[O-])c2)ccc1O)C1CCCCC1	0	1	1	1.1	-1	-0.5	2.0	1	-2	-0.7	-0.4
Fc1cccc(-c2cncc(N3CCN(CCN4CCCC4)CC3)n2)c1	-22	-22	-5	0.1	0	.	1.2	-16	3	-1.3	2.4
SMILES	ADAM17 inh	PLCb3 inh	Rev-erbA mod	DAX1 inh-1	SMARCA2 activ	DAX1 inh-2	hgDAF-12 ag	PLC-gamma1 inh	MBD2 DNA inh	ssDAF-12 act	hcDAF-12 act
O=C(c1cccnc1)n1nc(NCc2ccccc2)nc1NCc1ccccc1	-5	3	-2	0.0	-4	0.8	-1.9	0	4	-1.2	1.4
Cc1cc(C)n2c(SCc3c(C)noc3C)nnc2n1	-1	1	-2	0.2	1	-0.6	3.2	2	0	-1.1	-0.3
O=C(NCCCN1CCOCC1)c1ccc(/C=C2\Oc3ccccc3N(Cc3ccccc3F)C2=O)cc1	-73	i	-2	-0.1	-5	0.9	0.2	i	0	-1.1	-0.2
Cc1cc(C)c(NC(=O)COC(=O)Cc2ccsc2)c(C)c1	-1	5	-4	0.6	-3	-0.3	-2.5	4	-3	-0.9	2.4
CC1CC(C)CN(C(=O)CNC(=O)c2sc3ccccc3c2Cl)C1 (stereo unspecified)	1	-2	0	-1.2	-1	-0.4	3.3	-3	4	-1.8	-2.0
O=C(NCc1cccs1)N[C@@H](Cc1ccccc1)C(=O)O	-4	-7	1	-0.8	-3	-0.8	0.0	-5	5	-1.0	-0.6
COc1ccccc1C(=O)Nc1nc(C)cc(C)n1	-3	-7	3	0.2	-2	.	-2.5	1	3	-1.6	-0.8
CCC(=O)c1ccc(OCC(O)Cn2nc(C)c(Br)c2C)cc1 (stereo unspecified)	3	-1	3	-0.9	-2	2.6	-2.2	4	-1	-0.5	-1.3
O=C(NCc1ccco1)C1CCCN(c2nnc(-n3cccc3)s2)C1 (stereo unspecified)	-4	-5	-5	0.5	-1	0.5	-2.9	-4	3	-0.9	-1.4
COCCN(CC(=O)Nc1cccc(C)c1C)C(=O)c1ccc(S(=O)(=O)N2CCOCC2)cc1	4	-2	2	1.0	-3	0.2	1.8	7	0	-0.9	0.9
Cc1nc(SCC(=O)NNC(=O)c2ccc(F)cc2)c2ccccc2n1	-2	1	2	0.9	3	-0.8	0.8	-1	-3	0.5	4.1
Cc1cccc(NC(=O)c2nc[nH]c2C(=O)NC2CCN(C(=O)OC(C)(C)C)CC2)c1	-4	-1	-5	-0.1	-1	1.2	-0.2	0	-2	-1.1	-1.1
O=C(NC(=S)Nc1nc(-c2ccccc2)cs1)c1cccnc1	0	-5	-16	1.0	6	-0.8	2.4	2	-1	-0.3	2.6
CN(C)CCCN(C(=O)c1ccc([N+](=O)[O-])s1)c1nc2cc3c(cc2s1)OCCO3	1	-3	1	0.1	-5	0.0	-4.4	2	-3	-0.9	-2.2
O=C(COC(=O)C1CC1)c1c[nH]c2ccccc12	-1	0	-4	1.4	6	1.9	7.5	1	-3	1.1*	6.2*
CC(=O)Nc1ccccc1OCc1nnc(-c2cccs2)o1	-5	-1	-5	-0.6	-3	-0.4	0.9	1	2	-1.3	0.0
O=C(C1CCCN(c2ncnc3c2nc2n3CCCCC2)C1)N1CCN(c2ccc(Cl)cc2)CC1 (stereo unspecified)	3	-4	3	-1.3	-6	-0.3	-3.5	2	-6	-2.2	-5.6
c1ccc(C[C@H]2CN=C(Nc3ccccc3)N2CCCC2CCCCC2)cc1	-1	3	0	-0.1	1	0.3	0.3	2	0	-1.1	-0.2
CCN(CC)CC(C)OC(=O)c1ccccc1Cl (stereo unspecified)	1	-5	0	0.0	1	-0.2	-2.1	1	-1	-1.4	-0.6
CCOC(=O)C1CCN(C(=O)COC(=O)/C=C/c2ccccc2)CC1	-5	-7	-2	-0.2	-2	-0.3	1.1	-2	7	-0.3	-1.7
O=C(c1cc(-c2cccs2)on1)N1CCCc2ccccc21	1	-1	-1	0.0	-1	0.4	4.3	-3	-4	-1.2	-0.1

Structural class, those above containing a thiophene ring, fused or not
SMILES	ADAM17 inh	PLCb3 inh	Rev-erbA mod	DAX1 inh-1	SMARCA2 activ	DAX1 inh-2	hgDAF-12 ag	PLC-gamma1 inh	MBD2 DNA inh	ssDAF-12 act	hcDAF-12 act
COC(=O)c1sccc1NC(=O)Nc1cccc(Cl)c1Cl	-4	1	17	0.3	0	1.0	-1.5	0	4	-0.8	-1.8
O=C(c1cccs1)N1CCN=C1SCc1ccc(F)cc1	-5	-18	5	0.4	-2	-1.0	-0.4	2	6	-1.9	-2.3
CC1=C(C(=O)Nc2ccccc2F)C(c2ccsc2)C2=C(CC(C)(C)CC2=O)N1 (stereo unspecified)	-71	-279	1	-0.7	-1	-1.0	1.2	-234	-1	-1.9	-2.1
O=C(NCc1ccc(Cl)cc1)c1cc(-c2cccs2)on1	-1	-6	-18	-0.4	-1	-0.1	1.3	-4	-3	-1.4	0.3
Cc1ccc(-c2c(C#N)c(N)nc3c2CCCC3)s1	0	-10	4	1.6	-8	1.7	0.3	-4	-6	-1.0	-1.3
NS(=O)(=O)c1ccc(CCNC(=O)C2CCC(CNS(=O)(=O)c3ccc(Br)s3)CC2)cc1 (stereo unspecified)	1	2	3	-0.2	0	1.6	2.7	0	-3	-0.3	-1.2
Cc1cc(C)c(NC(=O)COC(=O)Cc2ccsc2)c(C)c1	-1	5	-4	0.6	-3	-0.3	-2.5	4	-3	-0.9	2.4
CC1CC(C)CN(C(=O)CNC(=O)c2sc3ccccc3c2Cl)C1 (stereo unspecified)	1	-2	0	-1.2	-1	-0.4	3.3	-3	4	-1.8	-2.0
O=C(NCc1cccs1)N[C@@H](Cc1ccccc1)C(=O)O	-4	-7	1	-0.8	-3	-0.8	0.0	-5	5	-1.0	-0.6
CN(C)CCCN(C(=O)c1ccc([N+](=O)[O-])s1)c1nc2cc3c(cc2s1)OCCO3	1	-3	1	0.1	-5	0.0	-4.4	2	-3	-0.9	-2.2
CC(=O)Nc1ccccc1OCc1nnc(-c2cccs2)o1	-5	-1	-5	-0.6	-3	-0.4	0.9	1	2	-1.3	0.0
O=C(c1cc(-c2cccs2)on1)N1CCCc2ccccc21	1	-1	-1	0.0	-1	0.4	4.3	-3	-4	-1.2	-0.1
